# Screens deposited in PubChem by several laboratories.
# LYP inh 2: PTPN22 phosphatase inhibitors, primary screen, biochemical, DiFMUP fluorescence, 2 µM. Tyrosine-protein phosphatase non-receptor type 22 (Homo sapiens), Q9Y2R2. recombinant LYP catalytic domain. inhibition, % at 2 µM. 0.21% of 96,000 active. AID 640, 2007;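 active = inhibition at 2 µM at or above a set limit, the screen mean plus 3 SD, cut at about 24% in these data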;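 note: 0% = DMSO with enzyme and 100% = enzyme fully blocked by orthovanadate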
# Target sequence (Q9Y2R2 whole entry, looked up, the tested form may be a part): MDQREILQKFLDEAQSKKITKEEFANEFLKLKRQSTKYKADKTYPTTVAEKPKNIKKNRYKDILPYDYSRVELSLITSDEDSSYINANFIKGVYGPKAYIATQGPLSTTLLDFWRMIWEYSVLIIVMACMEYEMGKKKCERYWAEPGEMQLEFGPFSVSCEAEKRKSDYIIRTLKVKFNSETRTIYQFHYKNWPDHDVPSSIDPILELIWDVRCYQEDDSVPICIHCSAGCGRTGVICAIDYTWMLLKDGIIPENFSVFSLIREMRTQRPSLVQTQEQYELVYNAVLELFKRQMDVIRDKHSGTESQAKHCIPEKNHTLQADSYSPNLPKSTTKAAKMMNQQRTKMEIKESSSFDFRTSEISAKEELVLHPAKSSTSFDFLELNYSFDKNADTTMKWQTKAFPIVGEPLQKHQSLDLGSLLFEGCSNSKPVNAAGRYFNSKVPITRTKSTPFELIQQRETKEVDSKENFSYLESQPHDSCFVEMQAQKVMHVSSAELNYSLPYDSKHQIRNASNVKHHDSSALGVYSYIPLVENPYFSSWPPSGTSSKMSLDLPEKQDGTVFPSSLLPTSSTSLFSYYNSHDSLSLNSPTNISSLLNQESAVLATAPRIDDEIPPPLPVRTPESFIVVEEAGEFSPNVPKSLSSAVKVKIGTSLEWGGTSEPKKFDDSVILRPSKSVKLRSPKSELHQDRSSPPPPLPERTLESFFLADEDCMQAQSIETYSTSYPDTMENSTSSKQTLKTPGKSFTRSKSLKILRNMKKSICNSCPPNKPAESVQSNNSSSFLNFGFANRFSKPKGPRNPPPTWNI
# HIV Rev-RRE inh: HIV-1 Rev-RRE binding inhibitors, primary screen, biochemical, FRET, protein-RNA interaction. Rev peptide-RRE RNA binding. inhibition, % at 8 µM. 0.79% of 97,000 active. AID 704, 2007;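 active = inhibition above the screen-wide mean plus 3 SD, cut at about 35% in these data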;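 note: 0% = median DMSO wells and 100% = median Neomycin B control wells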
# Target sequence (P05866 whole entry, looked up): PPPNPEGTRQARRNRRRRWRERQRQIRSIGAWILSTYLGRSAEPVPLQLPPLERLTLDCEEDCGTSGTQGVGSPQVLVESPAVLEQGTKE
#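 Test system – labelled RRE RNA duplex and labelled Rev peptide · Reagent – labelled Rev peptide · Doses – one concentration, 8 µM nominal · Incubation – 5 + 15 min at 25 °C · Signal – FRET fluorescence readout · Read-out basis – % inhibition of FRET ratio versus controls · Control set – DMSO wells as 0% and neomycin B wells as 100% inhibition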
# S1P2 ag: S1P2 receptor agonists, primary screen, cell-based. Sphingosine 1-phosphate receptor 2 (Homo sapiens), O95136. S1P2-expressing cell line, agonist reporter read-out. activation, % at 4.5 µM. 0.46% of 97,000 active. AID 729, 2007; in the data active = activation above about 16%;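 note: 0% = vehicle low control and 100% = maximal reference agonist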
# EphB4 antag: EphB4-ephrin-B2 interaction antagonists, primary screen, biochemical, TNYL-RAW peptide probe, fluorescence polarization. Ephrin type-B receptor 4 (Homo sapiens), P54760. EphB4 LBD / TNYL-RAW-Alexa532 peptide. inhibition, % at 7 µM. 0.15% of 97,000 active. AID 720, 2007;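 active = inhibition above the screen-wide mean inhibition plus 3 SD, cut at about 15% in these data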;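 note: 0% = DMSO wells and 100% = excess unlabeled TNYL-RAW peptide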
# PostGolgi ctrl: growth inhibition of yeast control strain, primary screen, counter-screen for post-Golgi transport modulator project. 5% of 98,000 active. inhibition, % at 10 µM. efflux-deficient yeast background strain, growth absorbance A615, 16 h
# S1P2 antag: human S1P2 receptor antagonists, primary screen, cell-based; Sphingosine 1-phosphate receptor 2 (Homo sapiens), O95136; cell-based S1P2 antagonist assay, inhibition at 5 uM; inhibition, % at 5 µM; 0.21% of 97,000 active; AID 736, 2007; in the data active = inhibition above about 45%;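 note: CRE beta-lactamase reporter cells expressing human S1P2 stimulated with S1P; 0% = agonist at EC80 alone and 100% = agonist plus reference antagonist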
# PTPN22 act: LYP phosphatase activators, primary screen, biochemical, DiFMUP fluorescence, 2 µM | recombinant LYP; 0 = plate median, 100 = signal doubled | activation, % at 2 µM | 0.11% of 96,000 active;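 active = activation at 2 µM above a set limit, the mean plus 5 SD, cut at about 37% in these data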
# PostGolgi yeast: phenotypic screen on post-Golgi transport, primary screen. 0.9% of 98,000 active. post-Golgi transport phenotypic cell assay. AID 739, 2007. inhibition, % at 10 µM;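 note: yeast cells grown in 1536-well plates; yeast grown about 18 h at 30C before absorbance read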
# FAK inh: FAK kinase inhibitors, primary screen, biochemical | Focal adhesion kinase 1 (Homo sapiens), Q05397 | biochemical FAK kinase activity assay | inhibition, %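 (tested at 7 µM)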 | 0.84% of 97,000 active | AID 727, 2007; in the data active = inhibition above about 19%;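 note: 0% = DMSO and 100% = reference compound high control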
# Starred values were filed as active, the others as inactive; · = not tested or not shown. Cut-off read from the data, not from the text of the source, unless noted: active = inhibition above about 30%; inactive = the rest.
mol,LYP inh 2,HIV Rev-RRE inh,S1P2 ag,EphB4 antag,PostGolgi ctrl,S1P2 antag,PTPN22 act,PostGolgi yeast,FAK inh
CC(NC(=O)NCC1CCCO1)(C(F)(F)F)C(F)(F)F (stereo not drawn),-8,3,-4,0,17,-7,7,-1,0
Cc1cc(NC(=O)CCCC(=O)NCc2cccs2)no1,2,4,-2,-1,5,20,-3,-1,6
Cc1cc(C2(c3cc(C)c(NC(=O)CN4CCOCC4)c(C)c3)CCCCC2)cc(C)c1NC(=O)CN1CCOCC1,0,5,-1,-3,8,-2,1,0,-1
O=C(Nc1ccon1)c1cccc(S(=O)(=O)N2CCCCCC2)c1,-5,7,-1,7,6,10,8,-7,4
O=C1c2ccccc2C(=O)N1CCSc1ncn[nH]1,2,4,-6,-2,·,-12,-2,·,0
COc1ccc(-c2cc(=O)[nH][nH]2)cc1,-1,9,-1,-3,10,17,1,0,6
Cc1cc(=O)[nH]c2cc(O)ccc12,8,2,-6,3,-2,-1,-5,14,2
O=C(C1=C(O)C(=O)N(c2ncccn2)C1c1cccc(Cl)c1)c1ccco1 (stereo not drawn),2,36*,2,6,-2,-24,1,-2,0
COc1ccc(-c2nn3c(-c4ccc(F)cc4)nnc3s2)cc1,-1,-3,-5,13,21,11,-1,3,36*
COC(=O)c1cc(NC(=O)C2CC2)cc(C(=O)OC)c1,6,1,-4,-1,2,-3,-6,14,-1
COc1ccccc1NS(=O)(=O)c1cccc(C(=O)OCC(=O)Nc2cc(C)on2)c1,16,8,-5,4,28,14,-15,-2,-2
O=C(NCc1cccnc1)C1CCCN(Cc2cnn(-c3ccccc3)c2-n2cccc2)C1 (stereo not drawn),1,5,-2,8,5,1,0,18,-2
Cc1ccc(-n2cnnn2)c2cccnc12,-9,6,-7,0,3,-12,9,6,-3
CCN(CC)S(=O)(=O)c1cccc(C(=O)Nc2cccc(C)c2)c1,-11,5,-4,1,12,-5,7,-10,1
O=C(Cn1ccc2ccccc2c1=O)NCCC(=O)N1CCN(c2cccc(C(F)(F)F)c2)CC1,-5,5,-8,5,0,15,4,-1,0
CCc1nc(SCC(=O)NCc2ccccc2)c2c(=O)n(C)c(=O)n(C)c2n1,-2,5,-3,0,3,10,1,-16,1
CC(C)CN(CC(C)C)C(=O)CC(=O)NC(=O)c1ccc(Cl)cc1,-13,2,-5,-2,9,-2,10,-2,-3
Cc1ccc(S(=O)(=O)n2nc(OC(=O)c3c(-c4ccccc4Cl)noc3C)cc2N)cc1,-2,19,-8,2,1,23,1,-1,3
CS(=O)(=O)N(CC(=O)NCc1ccc2c(c1)OCO2)c1ccccc1,-4,1,-4,6,3,-5,4,-1,2
COC(=O)c1ccccc1NC(=O)CSc1nnc(-c2ccoc2C)n1C,1,0,-5,6,5,18,-2,1,0
CCN(CC)CCOC(=O)C12CC3CC(CC(C3)C1)C2,-6,6,-4,7,-1,11,6,-5,9
Cc1cccc(OCCn2c(=O)n(C)c3ccccc32)c1,3,7,-9,5,14,-22,-6,-3,-2
Cc1ccc(-c2nc3ncccc3o2)cc1NC(=O)c1sc2ccccc2c1Cl,3,1,-2,2,2,17,-5,8,0
CCNCCNc1ccc(Cl)cc1[N+](=O)[O-],-1,6,-7,-7,·,-16,-1,·,-2
O=C(CSc1nnnn1-c1ccccc1)NC(=O)Nc1ccc2c(c1)OCCO2,-7,11,-8,0,6,22,6,-4,3
COc1ccc(Nc2oc(-c3ccccc3Cl)nc2C#N)cc1,-3,4,0,-2,19,-15,1,-8,3
O=C(NCc1ccccn1)c1coc(=O)c(Br)c1,-24,5,0,-5,0,-21,19,-4,-2
COc1cccc(C(=O)OCCN(C)C(C)(C)C)c1,4,2,-3,-1,-5,-5,-4,2,-1
COc1ccc2c(CC(=O)OCC(=O)c3ccc(F)cc3)coc2c1,-17,5,-4,-1,18,2,16,-4,-2
CC(C)CCNC(=O)NC(=O)Cn1cc(C(F)(F)F)ccc1=O,-6,0,-3,3,6,-13,9,-3,1
Cn1ncc(C#N)c1NC(=O)C1CC(c2ccc(Cl)c(Cl)c2)=NO1 (stereo not drawn),1,4,-5,7,18,17,1,21,6
Cc1cccc(N2CC(C(=O)Nc3ccc4c(c3)OCO4)CC2=O)c1C (stereo not drawn),-4,3,-3,-7,-2,6,2,-2,1
Cc1ccc(N(CC(=O)O)S(C)(=O)=O)cc1Cl,-9,5,-6,-4,-1,-13,6,-5,-1
Cn1c(NCC(O)c2ccccc2)nc2c1c(=O)n(Cc1ccc(Cl)cc1)c(=O)n2C (stereo not drawn),0,3,-10,5,5,5,0,-5,-2
CCCCCCCC(=O)NNC(=O)CCC(=O)O,14,0,-10,1,-3,-9,-12,0,-3
COc1ccc(-n2c(-c3cccc(OC)c3)nc(=S)c3c2CCCC3)cc1,1,5,-11,6,14,9,1,0,0
CCN(CC)CC#CC(C)(C)OC(C)=O,-5,9,-1,4,·,29,7,·,1
CCC(c1nnnn1C1CCCC1)N1CCN(Cc2ccccc2)CC1 (stereo not drawn),5,6,-6,0,·,1,-5,·,0
COC(=O)C1=C(C)NC(=O)CC1c1ccc(C(=O)OC)cc1 (stereo not drawn),-4,4,-7,5,2,9,1,0,8
CCn1c(=O)cc(SCC(=O)NCCN2CCN(Cc3ccccc3)CC2)c2ccccc21,0,8,-1,-10,34*,-7,0,1,-4
COc1ccc(Cl)cc1NC(=O)CSc1nnc(-c2ccncc2)n1CC1CCCO1 (stereo not drawn),2,3,-5,1,6,15,-3,5,2
CCc1nn(CC(=O)O)c(=O)c2ccccc12,0,5,-4,-3,5,11,0,9,-1
CCOC(=O)C1=C2SCCN2C(=O)C(C#N)C1(C)C (stereo not drawn),-9,0,-8,-4,13,4,5,4,0
Cc1cc(C)nc(Sc2nc(Cl)nc(N(c3ccccc3)c3ccccc3)n2)n1,-2,7,-2,0,-2,-14,0,0,-4
COc1ccc(CC(=O)NNC(=S)Nc2ccc(Br)cc2)cc1,-1,1,-4,7,10,3,2,1,2
O=C(CSc1n[nH]c(-c2cccs2)n1)N1CCN(S(=O)(=O)c2ccccc2)CC1,-2,4,-5,-3,-4,-5,6,6,0
CCOC(=O)c1sc(NC(=O)CSc2nnnn2-c2ccc(C)cc2C)nc1C,-4,4,-2,-8,-4,-2,2,-6,2
COC(=O)C1=C(C)NC2=C(C(=O)CCC2)C1c1cccs1 (stereo not drawn),10,3,-2,-2,1,-1,-12,-2,2
O=C(Nc1cnn(Cc2ccccc2)c1)c1nc2ncccn2n1,4,8,-1,-6,4,-7,-6,-2,-4
COc1ccc2cc(C#N)c(SCC(=O)NNC(=O)Cc3ccccc3)nc2c1,-4,18,-2,-2,7,0,8,-3,-24

# Among those listed so far, these contain bromine.
mol,LYP inh 2,HIV Rev-RRE inh,S1P2 ag,EphB4 antag,PostGolgi ctrl,S1P2 antag,PTPN22 act,PostGolgi yeast,FAK inh
O=C(NCc1ccccn1)c1coc(=O)c(Br)c1,-24,5,0,-5,0,-21,19,-4,-2
COc1ccc(CC(=O)NNC(=S)Nc2ccc(Br)cc2)cc1,-1,1,-4,7,10,3,2,1,2

# Continuation:
mol,LYP inh 2,HIV Rev-RRE inh,S1P2 ag,EphB4 antag,PostGolgi ctrl,S1P2 antag,PTPN22 act,PostGolgi yeast,FAK inh
CCn1c(C(=O)N2CCc3ccccc3C2)cc2sccc21,0,3,0,6,8,-4,-4,2,5
CCC(=O)Nc1ccc(Br)c(Cl)c1,10,7,-1,3,16,17,-12,3,3
Cc1ccccc1CSc1nnc(-c2cccs2)n1Cc1ccco1,-4,10,-2,4,23,11,2,-3,5
c1cnc2ccc(C(c3nnnn3C3CCCC3)N3CCN(c4nc5ccccc5s4)CC3)cc2c1 (stereo not drawn),1,-1,-9,0,3,21,-2,5,8
COC(=O)C1=C(C)NC(=O)NC1c1cc(Cl)ccc1OC (stereo not drawn),-2,2,1,-1,18,-18,-3,1,1
Cc1cccc(CC2CC(=O)N(c3ncccn3)C2=O)c1 (stereo not drawn),-2,9,-2,5,-2,-13,2,0,0
O=C(Nc1ccc(F)cc1)c1sccc1SCc1cccc(C(F)(F)F)c1,-3,15,-6,6,22,-12,0,-5,0
CCOC(=O)Cn1c(-c2ccc(Cl)nc2)nc2ccccc21,5,6,-9,6,11,19,-1,0,-1
COCCNC(=O)c1onc(CSc2cccc(C)c2)c1C(=O)O,16,2,-4,2,-9,10,-14,0,3
c1ccc(-c2cc(-c3nc(-c4ccccn4)no3)c3ccccc3n2)cc1,2,0,-1,-9,·,-2,-2,·,0
CC(C)C(NC(=O)OC(C)(C)C)C(=O)N1CCCC1C(=O)NC(Cc1ccccc1)C(N)=O (stereo not drawn),-4,-3,-4,-3,10,1,2,-2,-5
O=C(NCC1CCCO1)/C(=C\c1ccco1)NC(=O)c1ccccc1 (stereo not drawn),9,10,-9,0,8,10,-4,-5,-6
CC1(C)CC(=O)c2cnc(NC(=O)C3CCCC3)nc2C1,6,1,-6,-2,-3,8,-9,-8,9
O=C(CN(c1ccc(Cl)c(Cl)c1)S(=O)(=O)c1ccccc1)N1CCc2ccccc2C1,10,10,1,-7,29,-1,-7,5,2
CCOC(=O)c1ccccc1NC(=O)CSc1nccn1C,1,-1,-6,-1,8,-33,-1,-3,2
N#Cc1c(N)oc(-c2ccc3c(c2)OCO3)c1-c1ccc2c(c1)OCO2,-10,14,5,1,22,-14,9,-3,3
O=C(Nc1ccc(N2CCN(C(=O)c3ccc(Cl)cc3)CC2)cc1)c1ccc2c(c1)OCCO2,-3,2,-6,2,18,7,2,5,3
Cc1ccc2cc(C)c3nnc(SCC(=O)Nc4nc5c(s4)CCCC5)n3c2c1,6,-4,0,3,3,-3,-8,0,2
Cc1cc(CNC(=O)Nc2ccc3c(c2)OCO3)nn1C,1,3,-3,6,-7,-12,-2,16,-2
Cc1ccsc1C1NC(=O)c2ccccc2N1 (stereo not drawn),3,6,-3,6,-6,-9,-4,5,2
O=C(COC(=O)c1ccc(=O)n(Cc2ccccc2)n1)Nc1ccc2c(c1)OCCO2,-6,3,-9,-1,-3,-7,3,-1,-1
CCc1[nH]nc2c1C(c1ccc(Br)s1)C(C#N)=C(N)O2 (stereo not drawn),13,2,-2,5,27,3,-11,-1,7
O=C(Nc1ccc(-c2nc3ccccc3o2)cc1)c1ccc2c(c1)OCO2,-7,3,0,3,6,12,2,-5,0
O=C(CSc1ncn[nH]1)NCCc1ccccc1,7,4,-3,-2,-3,6,-5,0,-1
CCCc1cc(=O)n2[nH]c(NCc3ccccc3Cl)nc2n1,-3,1,-15,10,-2,8,4,17,-6
CCN(CC)S(=O)(=O)c1cccc(C(=O)NC(Cc2c[nH]c3ccccc23)c2nnc3n2CCCCC3)c1 (stereo not drawn),8,-6,-8,-8,-2,-9,-5,7,-7
CCn1c(CNc2ccc(C(=O)O)cc2)nc2ccccc21,0,4,1,4,11,-25,0,39*,0

# Single records (already shown). Order of screens: LYP inh 2 | HIV Rev-RRE inh | S1P2 ag | EphB4 antag | PostGolgi ctrl | S1P2 antag | PTPN22 act | PostGolgi yeast | FAK inh
# Profile of `c1cnc2ccc(C(c3nnnn3C3CCCC3)N3CCN(c4nc5ccccc5s4)CC3)cc2c1` (stereo not drawn) : 1 | -1 | -9 | 0 | 3 | 21 | -2 | 5 | 8
# Profile of `Cc1cccc(CC2CC(=O)N(c3ncccn3)C2=O)c1` (stereo not drawn) : -2 | 9 | -2 | 5 | -2 | -13 | 2 | 0 | 0
